# Screens from PubChem.
# LmPK inh – qHTS Assay for Inhibitors of Leishmania Mexicana Pyruvate Kinase (LmPK); Potency, µM (highest dose often 57.5 µM), without a hit: top-dose activity change, negative = inhibition, actives largely listed as inhibitors; Q27686; actives 0.37% (n = 290,000); purified LmPK, Kinase-Glo ATP luminescence, 1 h; note: potency is the fitted concentration of half-maximal effect; % is set by controls: 0 for no effect and ±100 for the full control effect
# Target sequence (Q27686 whole entry, looked up): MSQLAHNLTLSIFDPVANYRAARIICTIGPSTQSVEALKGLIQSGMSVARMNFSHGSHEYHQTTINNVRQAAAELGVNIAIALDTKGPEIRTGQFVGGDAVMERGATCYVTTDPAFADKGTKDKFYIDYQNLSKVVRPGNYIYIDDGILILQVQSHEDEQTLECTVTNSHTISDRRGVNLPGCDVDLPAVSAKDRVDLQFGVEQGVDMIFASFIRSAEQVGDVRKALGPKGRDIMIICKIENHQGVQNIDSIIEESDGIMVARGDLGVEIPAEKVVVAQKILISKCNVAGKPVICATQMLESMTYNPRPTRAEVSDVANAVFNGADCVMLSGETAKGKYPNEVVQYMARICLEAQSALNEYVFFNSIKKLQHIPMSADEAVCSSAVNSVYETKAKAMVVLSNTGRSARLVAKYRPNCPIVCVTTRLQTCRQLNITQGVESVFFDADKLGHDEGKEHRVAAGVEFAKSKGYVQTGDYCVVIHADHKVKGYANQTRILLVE
#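 In 50 mM imidazole pH 7.2 with 7 mM MgCl2, LmPK (0.1 nM) turned over PEP (0.5 mM) and ADP (0.1 mM) for 1 h at room temperature. Luciferase read-out of ATP.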
# Pf growth 96h – Primary qHTS for delayed death inhibitors of the malarial parasite plastid, 96 hour incubation; AID 504834, 2011; Potency, µM (titrated, usually from 28.7 µM), for inactives: at the top dose activity change, negative = inhibition, actives largely listed as inhibitors; actives 6.9% (n = 320,000); P. falciparum luciferase reporter growth, 96 h; note: potency is the fitted concentration of half-maximal effect; % is set by controls: 0 for no effect and ±100 for the full control effect
#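 Two-generation exposure (96 h) targets delayed-death phenotype. Reporter parasites carrying integrated firefly luciferase, in red cells at 2% hematocrit and 0.05% parasitemia final, kept at 37 C, 5% CO2; luminescence loss indicates inhibition.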
# CHX counter – Cycloheximide Counterscreen for Small Molecule Inhibitors of Shiga Toxin. cell reporter, cycloheximide protein synthesis inhibition counterscreen. max response, %. actives 12% (n = 300,000). AID 2314, 2010; in the data active = max response mostly above about 13%, no sharp cut-off; inactive = mostly below about 14%; note: read at 38.3 µM for the half of the compounds with a filed dose; 0% is about no effect
# AMA1-RON2 inh – qHTS for Inhibitors of AMA1-RON; Towards Development of Antimalarial Drug Lead: Primary Screen; actives 0.2% (n = 360,000); Potency, µM (doses to about 58.2 µM), for inactives: at the highest dose activity change, negative = inhibition, hits mostly inhibitors; AlphaScreen AMA1-biotinylated RON2 peptide binding; Plasmodium falciparum AMA1 (3D7) - RON2 peptide interaction;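 note: potency is the fitted concentration of half-maximal effect; 0% = vehicle wells and -100% = peptide control; nearly all actives have a fitted effect of over 45% in size; some results filed as inactive show a strong effect at the top dose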
#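 AMA1 (3D7) with his tag at 25 nM final met compounds first, then biotinylated RON2 peptide at 25 nM; detection used donor plus acceptor beads, 10 µg/mL apiece, read by AlphaScreen after 30 min at room temperature.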
# Shiga inhibitor – A qHTS for Small Molecule Inhibitors of Shiga Toxin. Vero cells, Shiga toxin protein synthesis inhibition reporter. inhibition, % at 38.7 µM. actives 9.2% (n = 290,000). AID 2315, 2010; in the data active = inhibition mostly above about 28%, no sharp cut-off; inactive = mostly below about 43%; note: 0% is about no effect
# Pf growth 48h – Primary qHTS for delayed death inhibitors of the malarial parasite plastid, 48 hour incubation; Potency, µM (series often up to 28.7 µM), without a hit: at the top dose activity change, negative = inhibition, actives largely listed as inhibitors; P. falciparum luciferase growth in erythrocytes, 48 h; actives 5.9% (n = 310,000); note: potency is the fitted concentration of half-maximal effect; % is set by controls: 0 for no effect and ±100 for the full control effect
#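 A one-generation exposure of luciferase-tagged malaria parasites in RPMI 1640/Albumax erythrocyte culture, 37 C and 5% CO2. Inhibition is inferred from decreased luminescence after adding detection reagent.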
# Tb PYK inh – qHTS of Trypanosoma Brucei Inhibitors; pyruvate kinase (Trypanosoma brucei), Q57TT1; TbPYK enzyme, Kinase-Glo Plus ATP luminescence, 45 min; Potency, µM (series often up to 76.8 µM), for inactives: top-dose activity, negative = inhibition, most hits filed as inhibitors; actives 0.12% (n = 410,000); AID 624173, 2012; note: potency is the fitted concentration of half-maximal effect; % is set by controls: 0 for no effect and ±100 for the full control effect; nearly all actives have a fitted effect of over 50% in size
#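 Luminescent Kinase-Glo Plus end-point after 45 min room-temperature reaction of T. brucei pyruvate kinase started with 130 uM ADP (final). Buffer TEA 50 mM pH 7.2 with KCl, MgCl2, BSA, Tween-20; titration-based qHTS with fitted concentration-effect curves.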
# An asterisk follows results filed as active; u = inconclusive; x = not tested or not shown; & = joins results of further samples; [ ] = dose if it differs, or a comment. Unless noted, calls come from the whole dose curve; as a rule, active = well fitted curve in the direction sought with a large enough effect; inconclusive = small, poorly fitted or top-dose-only effect, or another doubt; inactive = no such curve, though single readings can be large; an effect the other way counts as inactive or inconclusive.
entry	SMILES	LmPK inh	Pf growth 96h	CHX counter	AMA1-RON2 inh
1	O=C(O)CN=C(NS(=O)(=O)c1ccccc1)c1ccccc1	5%	-25%	-3	4%
2	O=C(COc1ccc2ccc(=O)oc2c1)Nc1cccc(S(=O)(=O)N2CCCCC2)c1	x	4.7µM*	x	11%
3	COc1ccc(C)cc1S(=O)(=O)N1CCN(Cc2ccccc2)CC1	6%	-17%	-1	-10%
4	Cc1cnc(C(=O)OCC(=O)NCc2ccc3c(c2)OCO3)cn1	0%	21%	-2	-5%
5	Cc1cc(=O)oc2cc(NC(=O)C(C)Oc3cccc(Cl)c3)ccc12 (centres undefined)	x	-32%	x	8%
6	CCOC(=O)N1CCC(N2C(=O)c3ccccc3C2Nc2ccc(S(=O)(=O)N3CCCCC3)cc2)CC1 (centres undefined)	-5%	u	-2	x
7	COc1cc(/C=N/NC(=O)c2ccc3nc[nH]c3c2)cc(OC)c1OC	3%	u	-3	16%
8	CCOC(=O)C1CCN(CC(=O)N2C(C)CCCC2C)CC1 (centres undefined)	-5%	36%[activator]	5	-17%

entry	Shiga inhibitor	Pf growth 48h	Tb PYK inh
1	-11	18%	-4%
2	x	12µM*	-5%
3	29	-25%	0%
4	8	22%	1%
5	x	u	1%
6	-13	u	x
7	-7	u	-5%
8	16	5%	5%

# Going on with the list.
entry	SMILES	LmPK inh	Pf growth 96h	CHX counter	AMA1-RON2 inh
9	CCOc1ncccc1C(=O)N1CCN(c2cccc(C)c2C)CC1	15%	u	-6	-4%
10	CC1=NN(C(=O)c2ccccc2F)C(O)(c2ccc(Cl)cc2)C1 (centres undefined)	-1%	13µM*	15	64%[activator]
11	CCCCC(=O)NC(Nc1cc(C)ccn1)(C(=O)OCC)C(F)(F)F (centres undefined)	0%	1%	1	2%
12	O=C(C1=C[C@@H](c2coc3ccccc3c2=O)C[C@@H](OCCCCO)O1)N1CCN(Cc2ccc3c(c2)OCO3)CC1	3%	3.3µM*	-2	-6%
13	COC(=O)C1CCN(S(=O)(=O)c2cn(C)c(=O)n(C)c2=O)CC1	0%	23%	-5	9%
14	O=C(NCC1CCCO1)C1CCN(C(=O)c2ccc(Br)cc2)CC1 (centres undefined)	-9%	55%[activator]	-3	2%
15	CCc1ccc(NC(=O)C2CCCN(S(=O)(=O)c3ccc4c(c3)CCCN4C(C)=O)C2)cc1 (centres undefined)	6%	u	-2	-5%
16	Cc1ccc(NC(=O)CSc2nccn2Cc2ccco2)c(C)c1	-7%	5%	52*	-3%

entry	Shiga inhibitor	Pf growth 48h	Tb PYK inh
9	-21	21%	2%
10	57	0%	-4%
11	-2	21%	-6%
12	-8	u	-4%
13	-2	-5%	1%
14	-11	2%	0%
15	-4	u	8%&-4%
16	61*	192%[activator]	-6%

# Next compounds
entry	SMILES	LmPK inh	Pf growth 96h	CHX counter	AMA1-RON2 inh
17	O=C(CSc1nnc(-c2cccnc2)n1C1CCCCC1)NC1CCCCC1	-6%	u	1	4%
18	COCCCNC(=O)COc1ccc(S(=O)(=O)Nc2ccccc2)cc1	-5%	28%	1	4%
19	CCOc1ccc(N2C(=O)S/C(=C\c3ccc(O)c(OCC)c3)C2=O)cc1	1%	u	-4	-5%
20	COc1cccc(C(=O)Nc2ccc(NC(=O)c3ccco3)c(Cl)c2)c1	-4%	u	30*	-2%
21	COC(=O)c1cc(NC(=O)c2ccc(OC)cc2)c(=O)oc1C	6%	47%[activator]	17	20%
22	O=S(=O)(Nc1ccccc1)c1ccc(S(=O)(=O)N2CCCC2)cc1	x	u	x	-1%
23	Cc1[nH]n(-c2ccccc2)c(=O)c1C=NCc1ccco1	-3%	12%	41*	x
24	CCn1c(O)c(N=Nc2ccc(S(=O)(=O)N3CCOCC3)cc2)c(=O)n(CC)c1=S	7%	23%	-1	-8%

entry	Shiga inhibitor	Pf growth 48h	Tb PYK inh
17	21	22%	1%
18	-2	0%	0%
19	13	u	-2%
20	64*	119%[activator]	3%
21	25	-37%	-2%
22	x	u	-10%
23	98*	75%[activator]	x
24	-13	1%	0%

# By substructure, the entries above containing two or more sulfur atoms
entry	SMILES	LmPK inh	Pf growth 96h	CHX counter	AMA1-RON2 inh
22	O=S(=O)(Nc1ccccc1)c1ccc(S(=O)(=O)N2CCCC2)cc1	x	u	x	-1%
24	CCn1c(O)c(N=Nc2ccc(S(=O)(=O)N3CCOCC3)cc2)c(=O)n(CC)c1=S	7%	23%	-1	-8%

entry	Shiga inhibitor	Pf growth 48h	Tb PYK inh
22	x	u	-10%
24	-13	1%	0%

# Later entries:
entry	SMILES	LmPK inh	Pf growth 96h	CHX counter	AMA1-RON2 inh
25	COC(=O)C(C)NC(=O)C12CC3CC(CC(C3)C1)C2 (centres undefined)	2%	12%	1	2%
26	Cc1ccccc1NC(=O)c1ccc(CN2CCC(Cc3ccccc3)CC2)cc1	2%	55%[activator]	-3	-4%
27	O=C(c1cc(Cl)cc(Cl)c1)N1CCOCC1	1%	x	-4	5%
28	COc1ccc(NC(=O)CN(C)C(=O)CCCc2c[nH]c3ccccc23)cc1	x	10µM*	x	-7%
29	CCC(C)NC(=O)CNS(=O)(=O)c1ccc(C)cc1 (centres undefined)	-1%	17%	-3	1%
30	CC(=O)Nc1cccc(C(=O)/C=C/c2ccc[nH]2)c1	-2%	22%	26*	-17%
31	COCCn1c(C)cc(C2=NNC(=Nc3ccc(OC)cc3)SC2)c1C	-2%	3.7µM*	10	11%
32	COc1cc(OC)c(NC(=O)CSc2nc3ccncc3[nH]2)cc1Cl	x	3%	x	x

entry	Shiga inhibitor	Pf growth 48h	Tb PYK inh
25	-11	6%	3%
26	-14	u	-4%
27	-16	-3%	3%
28	x	u	-8%
29	-10	27%	-6%
30	54*	39%[activator]	-4%
31	20	13µM*	u
32	x	-1%	-3%

# The list continues.
entry	SMILES	LmPK inh	Pf growth 96h	CHX counter	AMA1-RON2 inh
33	O=C(C1CC1)N1CCN(c2ccc(O)cc2)CC1	-6%	u	-4	18%
34	COc1cccc(-c2ccc3ncnc(N(C)Cc4ccco4)c3c2)c1	x	15µM*	x	x
35	Cc1ccc(C)c(Cn2ncc3ccccc32)c1	-1%	34%[activator]	1	16%
36	CCOC(=O)Oc1ccc2c(=O)c(Oc3cccc(C)c3)coc2c1	6%	165%[activator]	21*	3%
37	Cc1ccc2[nH]c(C)c(CCNC(=O)C3CCCCC3C(=O)OCC(F)(F)F)c2c1 (centres undefined)	3%	u	-2	19%
38	Cn1cc(Cl)c(C(=O)N/N=C/c2ccc3c4c(cccc24)CC3)n1	-10%	80%[activator]	29*	39%[activator]
39	COc1ccc(CCNC(=O)CS(=O)(=O)c2cn(CC(=O)N(C(C)C)C(C)C)c3ccccc23)cc1OC	-20%	10µM*	2	16%
40	CSc1c(C#N)c(N)c(C#N)c2c1COC(C)(C)C2	3%	-16%	11	14%

entry	Shiga inhibitor	Pf growth 48h	Tb PYK inh
33	-5	u	-13%
34	x	u	3%
35	22	5%	5%
36	24	37%[activator]	-4%
37	13	u	-7%
38	61*	107%[activator]	2%
39	-5	u	-26%
40	23	67%[activator]	-9%

# Record cards (already shown). Values in the order: LmPK inh, Pf growth 96h, CHX counter, AMA1-RON2 inh, Shiga inhibitor, Pf growth 48h, Tb PYK inh
# Shown for `CCOC(=O)Oc1ccc2c(=O)c(Oc3cccc(C)c3)coc2c1` : 6%, 165%[activator], 21*, 3%, 24, 37%[activator], -4%
# Shown for `O=C(C1CC1)N1CCN(c2ccc(O)cc2)CC1` : -6%, u, -4, 18%, -5, u, -13%

# Continuation:
entry	SMILES	LmPK inh	Pf growth 96h	CHX counter	AMA1-RON2 inh
41	Cc1nnc(SCC(=O)Nc2ccc(-c3nc4ccccc4s3)cc2)s1	-20%	u	65*	-2%[2.32 µM]
42	CCCN1C2CCCC1CC(NC(=O)c1cc(OC)c(OC)c(OC)c1)C2 (centres undefined)	-5%	75%[activator]	-4	-7%
43	Cc1ccc(C(C)C)c(OCC(=O)NN2C(=O)c3ccccc3C2=O)c1	0%	u	-4	-10%
44	Cc1ccc(N(C(=O)Cn2nnc3ccccc32)C(C(=O)NC2CCCCC2)c2cn(C)nc2C)cc1 (centres undefined)	-5%	13%	18	-6%
45	O=C(NC(=S)Nc1ccccc1N1CCOCC1)c1ccc(-c2cc(Cl)ccc2Cl)o1	1%	209%[activator]	-5	-1%
46	CNCC1(c2ccccc2)CCCC1	-1%	u	-4	8%
47	NC12NC(=O)C3(O)C4C5CC(C6C5C3C61)C42 (centres undefined)	-1%	-13%	3	-14%
48	COc1cc(/C=N/N(C)S(=O)(=O)c2ccc(C)cc2)cc([N+](=O)[O-])c1O	-1%	u	-1	-10%

entry	Shiga inhibitor	Pf growth 48h	Tb PYK inh
41	38*	99%[activator]	-12%
42	-20	u	-1%
43	-3	-1%	-1%
44	31	u	1%
45	-10	12%	-7%
46	1	51%	-2%
47	14	u	2%
48	-2	-2%	-5%

# Brought forward from above: 3 entries, followed by the next part.
entry	SMILES	LmPK inh	Pf growth 96h	CHX counter	AMA1-RON2 inh
46	CNCC1(c2ccccc2)CCCC1	-1%	u	-4	8%
47	NC12NC(=O)C3(O)C4C5CC(C6C5C3C61)C42 (centres undefined)	-1%	-13%	3	-14%
48	COc1cc(/C=N/N(C)S(=O)(=O)c2ccc(C)cc2)cc([N+](=O)[O-])c1O	-1%	u	-1	-10%
49	COc1ccc(C(=O)CC(=O)C(=O)Nc2ccccc2)cc1	-1%	-3%	22	40%[activator]
50	CC1Cc2ccccc2N1Cc1cc(=O)c(OCC(=O)Nc2ccccc2)co1 (centres undefined)	x	10µM*	x	-1%
51	CC(Sc1nnnn1-c1ccc(O)cc1)C(=O)NC1CCCCC1C (centres undefined)	-2%	u	-2	-10%
52	CC(=O)NC12CC3CC(C1)CC(C(=O)N1CCN(C(=O)c4ccco4)CC1)(C3)C2	x	u	x	11%
53	COC(=O)CCN(C(=O)c1ccc(Cl)c([N+](=O)[O-])c1)c1ccccn1	2%	113%[activator]	1	0%

entry	Shiga inhibitor	Pf growth 48h	Tb PYK inh
46	1	51%	-2%
47	14	u	2%
48	-2	-2%	-5%
49	36	10%	17%
50	x	9.3µM*	-1%
51	5	u	1%
52	x	86%[activator]	1%
53	-2	u	-4%

# Rewritten with bars between the fields: 3 of the compounds above.
no. | mol | LmPK inh | Pf growth 96h | CHX counter | AMA1-RON2 inh | Shiga inhibitor | Pf growth 48h | Tb PYK inh
50 | CC1Cc2ccccc2N1Cc1cc(=O)c(OCC(=O)Nc2ccccc2)co1 (centres undefined) | x | 10µM* | x | -1% | x | 9.3µM* | -1%
51 | CC(Sc1nnnn1-c1ccc(O)cc1)C(=O)NC1CCCCC1C (centres undefined) | -2% | u | -2 | -10% | 5 | u | 1%
52 | CC(=O)NC12CC3CC(C1)CC(C(=O)N1CCN(C(=O)c4ccco4)CC1)(C3)C2 | x | u | x | 11% | x | 86%[activator] | 1%

# Hits appear at their usual frequency. About 21% of those tested had a hit in this group.
